High-throughput results deposited in PubChem by several laboratories.
CatS inh – inhibitors of human cathepsin S, biochemical, compound mixtures. P25774. recombinant cathepsin S, AMC dipeptide fluorescence, pooled mixtures. inhibition, %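 (tested at 5 µM per compound within 10-compound mixtures)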. 0.06% of 62,000 active. AID 501, 2006; in the data active = inhibition above about 32%, passing the limit was not always enough;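 also: 0% = enzyme without compound and 100% = blank without enzyme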
ROCK2 inh – inhibitors of human ROCK2 kinase, primary screen, biochemical, high-throughput, luminescence | 0.35% of 60,000 active | purified ROCK2, Kinase-Glo ATP depletion luminescence | Rho-associated protein kinase 2 (Homo sapiens), O75116 | inhibition, % at 6 µM;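 active = inhibition above the screen-wide mean inhibition plus 3 SD, cut at about 18% in these data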;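 also: plate controls were DMSO wells for no effect and Y-27632 control wells after no-enzyme background subtraction for full effect; many of its hits are not listed in these tables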
FXIIa inh mix – human factor XIIa inhibitors, primary screen, biochemical, pooled compound mixtures, fluorogenic substrate; 0.2% of 62,000 active; inhibition, % at 5 µM; Coagulation factor XII (Homo sapiens), P00748; purified FXIIa;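 also: 0% = enzyme without compound and 100% = no enzyme blank; some results filed as inactive read as strong as hits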
PKA inh – inhibitors of human PKA kinase activity, primary screen, biochemical, ATP-depletion luminescence, Kemptide substrate | AID 524, 2006 | PKA Kemptide phosphorylation, Kinase-Glo ATP luminescence | 0.1% of 65,000 active | cAMP-dependent protein kinase catalytic subunit alpha (Homo sapiens), P17612 | inhibition, % at 6 µM;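 active = inhibition above the screen-wide mean inhibition plus 3 SD, cut at about 21% in these data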; also: many of its hits are not listed in these tables
CatG inh – human cathepsin G inhibitors, primary screen, biochemical, pooled compound mixtures, AMC fluorescence. P08311. purified enzyme, AMC-tetrapeptide fluorescence. inhibition, % at 5 µM (by protocol). 0.2% of 62,000 active;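 active = inhibition above 20% in each of the two mixture wells holding the compound; inactive = inhibition of 20% or less in either well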;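 also: 0% = enzyme control without mixture and 100% = blank lacking enzyme; strong numbers were not always called active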
FXIa mix inh – FXIa protease inhibitors in compound pools, primary screen, biochemical, 10-compound mixtures; Coagulation factor XI (Homo sapiens), P03951; 0.19% of 62,000 active; purified FXIa, fluorogenic substrate, pooled mixtures; inhibition, % at 5 µM;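 also: each value is inhibition by a whole ten-compound pool holding the compound; 0% = enzyme with no mixture and 100% = wells lacking enzyme; strong numbers were not always called active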
Target sequence (P03951 19-387 limits assumed): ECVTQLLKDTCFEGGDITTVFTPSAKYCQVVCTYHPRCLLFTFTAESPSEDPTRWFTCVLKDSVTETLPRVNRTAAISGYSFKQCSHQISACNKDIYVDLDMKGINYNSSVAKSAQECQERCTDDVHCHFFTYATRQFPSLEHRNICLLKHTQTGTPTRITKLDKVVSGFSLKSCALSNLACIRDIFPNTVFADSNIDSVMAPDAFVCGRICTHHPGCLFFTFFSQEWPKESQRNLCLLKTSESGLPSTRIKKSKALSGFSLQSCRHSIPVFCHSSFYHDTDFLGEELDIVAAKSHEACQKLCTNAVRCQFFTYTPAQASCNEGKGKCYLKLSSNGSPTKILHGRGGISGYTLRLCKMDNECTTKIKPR
Target sequence (P03951 388-625 limits assumed): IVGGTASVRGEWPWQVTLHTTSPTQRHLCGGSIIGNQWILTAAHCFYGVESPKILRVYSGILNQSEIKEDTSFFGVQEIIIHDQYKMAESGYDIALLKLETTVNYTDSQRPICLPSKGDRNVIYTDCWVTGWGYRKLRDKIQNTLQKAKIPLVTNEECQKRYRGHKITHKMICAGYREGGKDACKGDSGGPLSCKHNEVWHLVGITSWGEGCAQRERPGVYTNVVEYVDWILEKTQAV
C1s block – complement C1s protease inhibitors, primary screen, biochemical, 10-compound mixtures; mean inhibition % of two 10-compound mixtures (stronger effect = higher value), % at 5 µM (by protocol); AID 538, 2006; Complement C1s subcomponent (Homo sapiens), P09871; purified C1s, fluorogenic AMC substrate, pooled mixtures; 0.16% of 62,000 active;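 active = inhibition above 20% in each of the two 10-compound mixture wells holding the compound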;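 also: 0% = enzyme wells lacking compound mixture and 100% = no-enzyme blank wells; some compounds called inactive have numbers as strong as hits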
JNK3 blocker – JNK3 kinase activity inhibitors, primary screen, biochemical, human, purified enzyme; Mitogen-activated protein kinase 10 (Homo sapiens), P53779; HTS; inhibition, % at 8 µM; 0.61% of 60,000 active; in the data active = inhibition above about 17%;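 also: 0% = DMSO and 100% = reference inhibitor; many of its hits are not listed in these tables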
CatL block – inhibitors of human cathepsin L, biochemical | Procathepsin L (Homo sapiens), P07711 | purified cathepsin L, fluorogenic substrate, fluorescence | inhibition, %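 (tested at 10 µM)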 | 0.17% of 58,000 active | AID 460, 2006; in the data active = inhibition above about 45%;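 also: 0% = enzyme with no compound and 100% = no enzyme blank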
Target sequence (P07711 114-288 limits assumed): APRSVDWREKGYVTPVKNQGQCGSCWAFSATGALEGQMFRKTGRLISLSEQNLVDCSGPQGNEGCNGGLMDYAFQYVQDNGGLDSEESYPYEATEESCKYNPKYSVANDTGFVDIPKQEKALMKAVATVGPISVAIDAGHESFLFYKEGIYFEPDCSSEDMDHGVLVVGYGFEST
Target sequence (P07711 292-333 limits assumed): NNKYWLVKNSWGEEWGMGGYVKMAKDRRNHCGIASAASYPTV
The depositor's hits bear a star; nt = no result given. Rule as the data show it, unless noted: active = inhibition above about 20% (passing the limit was not always enough); inactive = the rest.

SMILES	CatS inh	ROCK2 inh	FXIIa inh mix	PKA inh	CatG inh	FXIa mix inh	C1s block	JNK3 blocker	CatL block
COc1ccc(OCC(=O)N2CCN(C(=O)Cc3ccccc3)CC2)cc1	nt	-2	-17	-2	-2	8	-31	10	9
O=C(Cn1c(=S)nc2ccccn21)N1CCc2ccccc2C1	-4	3	-3	-3	8	-5	-27	4	17
COc1ccc(Br)cc1S(=O)(=O)N1CCN=C1C	-2	7	-1	10	10	3	3	-1	-11
Cc1ccc(S(=O)(=O)C2(C(=O)NC3CCCC3)CC2)cc1	1	5	14	1	-2	0	-11	-2	-2
COc1ccc(C2C(C#N)=C(N)Oc3cc4c(cc32)OCO4)cc1 (centres undefined)	14	8	-1	10	13	7	6	7	4
N#CC1=C(N)C(C#N)(C#N)C2(CCC3(CC2)OCCO3)C2CC3(CC=C12)OCCO3 (centres undefined)	-7	-1	0	6	-6	11	-1	2	0
Nc1c(Sc2ccccc2)c(=O)[nH]c(=O)n1Cc1ccccc1	-1	14	-2	14	-7	4	3	3	1
CCOC(=O)CNC(=O)CN1C(=O)CCS(=O)(=O)c2ccccc21	7	nt	5	3	-5	-7	-37	nt	1
Cn1c(=O)c2c(ncn2CC(=O)NC(C)(C)C)n(C)c1=O	-3	1	6	-1	-2	8	-34	-7	2
CCOC(=O)CC(=O)CSc1nc2nc(C)cc(C)n2n1	-9	2	-2	1	9	-2	-8	-1	-5
CCCn1c(=O)c(C(=O)Nc2ccccc2C(=O)OCC)c(O)c2ccccc21	22	-3	3	2	-9	-4	18	-5	12
COc1ccccc1-c1nnc(SCC(=O)Nc2cc(C)on2)o1	19	3	5	6	-9	1	-7	9	10
CCc1nnc(NC(=O)CSc2nnc(COc3cccc(C)c3)o2)s1	-3	-3	4	9	4	-7	-16	-6	9
CCOC(=O)Cc1csc(NC(=O)COc2ccccc2)n1	1	4	-1	6	-5	7	-10	5	-1
OC[C@H]1O[C@@H](n2cnc3c(Nc4ccccc4)ncnc32)[C@H](O)[C@@H]1O	3	-6	3	-15	14	5	13	-3	10
O=S1(=O)CC=C(CSc2nc3ccccc3[nH]2)C1	-27	-7	-14	-3	2	5	-7	-4	3
COc1ccc(OC)c(NS(=O)(=O)c2ccc(Cl)s2)c1	7	5	-5	9	15	2	23	0	7
CC(=O)c1cccc(NC(=O)Oc2ccccc2)c1	-1	4	-21	8	4	9	5	3	7
CCNc1nc(NC(C)(C)C)nc(N(CC)n2cnnc2)n1	6	6	9	4	-4	3	-1	-2	33
COC(=O)c1ccsc1NC(=O)CSc1nnnn1-c1ccccc1SC	3	5	2	0	3	9	-7	6	-1
CSCCC(CO)NC(=O)OCc1ccccc1 (centres undefined)	nt	4	nt	3	nt	nt	nt	7	-3
O=C(C1CCC(CNS(=O)(=O)c2cccs2)CC1)N1CCCCC1 (centres undefined)	-12	nt	-14	7	9	-2	-2	nt	-4
O=C(c1noc2c1CCCC2)N1CCN(c2ccccc2)CC1	3	3	7	8	-2	3	2	-12	7
Cc1cccc(NC(=O)CC2NC3CCCCC3NC2=O)c1 (centres undefined)	17	5	-1	4	4	10	-3	0	3
CCNS(=O)(=O)c1ccc2nc(NC(=O)c3cccnc3)sc2c1	4	7	-3	2	15	3	16	4	16
COc1ccccc1CNC(=O)N[C@@H](Cc1ccccc1)C(=O)O	19	4	3	-1	3	1	25	1	-1
CC(c1ccccc1)C1C(C#N)=C(N)OC2=C1C(=O)CC(C)(C)C2 (centres undefined)	14	-3	1	-6	10	2	18	4	23
O=C(NCCCn1ccnc1)c1cc(-c2cccs2)on1	10	7	8	1	9	1	-35	-3	14
Cc1cccc(NC(=O)C2CCCN2S(=O)(=O)c2cccc3cccnc23)c1 (centres undefined)	9	2	3	8	7	7	-21	-4	nt
CCOc1cc(NC(=O)C2CCCO2)c(OCC)cc1NC(=O)C1CC1 (centres undefined)	-2	3	-18	5	-2	-3	-2	-6	12
COc1ccc(C2C(C(=O)N3CCOCC3)=C(C)NC3=C2C(=O)CC(C)(C)C3)cc1O (centres undefined)	-3	-1	1	0	13	5	13	-3	-4
COc1ccc2c(c1OC)C(=O)NC(C)=C(C(=O)OC(C)(C)C)C2O (centres undefined)	13	7	-18	7	10	9	14	-5	15
COc1cccc(C=NCCNC(=O)c2nonc2N)c1O	nt	9	nt	11	nt	nt	nt	5	11
O=C(c1ccccc1-c1ccccc1)N1CCOCC1	2	1	4	2	1	6	-1	9	-5
CC(NC(=O)c1ccco1)C(c1cccs1)N1CCOCC1 (centres undefined)	1	1	2	4	-2	0	-15	-3	-3
CCOC(=O)c1ccc(Oc2cc(C)nc(SC)n2)cc1	14	2	1	0	3	3	-7	-1	7
COc1ccc(OC)c(NC(=O)C2CCN(c3nc(C)cc(C)n3)CC2)c1	0	5	3	8	5	-8	-31	-3	24
N#Cc1c2n(c3c(=O)n(Cc4ccc(Cl)cc4)cnc13)CCCC2	3	-4	6	-3	8	0	10	-2	nt
C=CCn1c(COc2ccc(CC)cc2)nnc1SCC(=O)N(C)C1CCS(=O)(=O)C1 (centres undefined)	6	3	13	3	5	-4	4	1	nt
COc1ccc(C2c3c(oc4ccccc4c3=O)C(=O)N2c2ccc(C)cn2)cc1OC (centres undefined)	0	6	5	2	-3	-3	1	0	18
COc1cccc(Cn2nnc(C(=O)Nc3cc(Cl)ccc3OC)c2N)c1	-1	6	-2	2	-2	6	-8	-3	nt
CN(C1CCCCC1)S(=O)(=O)c1ccc(S(=O)(=O)N2CCCC2)cc1	-26	-4	-4	-7	-10	-19	-163	-2	-6
Cc1ccc(Cn2nc(C)c(NC(=O)c3cc(-c4ccc5c(c4)OCO5)on3)c2C)cc1	0	1	-2	6	30	0	-2	1	24
O=C(COc1ccc(Cl)cc1)N1CCN(c2ncccn2)CC1	12	2	-20	2	-2	3	-30	-1	21
COc1ccccc1-c1nc(C#N)c(N2CCC(Cc3ccccc3)CC2)o1	0	-1	7	4	8	7	-3	-1	-30
Nc1nc(NC(=O)CCCC(=O)O)nn1-c1ccccc1	8	0	-16	0	11	4	10	-1	17
CCc1ccc(C(=O)NCc2cccs2)s1	2	8	-17	13	-1	4	4	-5	5
COC(=O)c1ccc(CSc2nc(N)cc(N)n2)cc1	-8	2	-8	6	-9	6	1	1	0
Cc1cc(C)nc(NC2=NCC(=O)N2c2cc(Cl)cc(Cl)c2)n1	3	8	-20	0	11	9	16	8	nt
COc1ccc(N2CC(O)=C(c3nc(C)cs3)C2=N)cc1	1	nt	4	-6	1	6	-24	nt	7
COc1ccc(C2=Nn3c(nnc3-c3cccnc3)SC2)cc1OC	nt	2	nt	4	nt	nt	nt	-1	6
O=C(OCC(=O)N1CCN(C(=O)c2ccco2)CC1)c1ccccc1C(=O)c1ccc(Cl)cc1	1	6	3	0	13	6	12	-2	-6
Cc1ccc(NC(=O)CS(=O)CC(=O)NCC2OCCc3ccccc32)c(C)c1 (centres undefined)	11	-2	0	9	-7	3	-18	-2	2
COc1ccc(C2=CC(c3c(C)nn(-c4ccccc4)c3Cl)n3nnnc3N2)cc1OC (centres undefined)	18	-2	6	0	10	-3	4	-6	7
Cc1cc(C)cc(N(C(=O)CNC(=O)c2ccco2)C(C(=O)NC2CCCC2)c2cccnc2)c1 (centres undefined)	3	3	5	8	8	-3	1	-8	nt
Cc1cc(C(=O)Nc2c(C)n(C)n(-c3ccccc3)c2=O)cs1	2	3	-20	5	8	4	12	-1	1
CCN(CC)S(=O)(=O)c1ccc2c(c1)c(=O)c(C(=O)NCCCN(C)c1ccccc1)cn2C	-1	2	-8	1	-1	3	2	-12	-5
CCOCC(=O)Nc1sc2c(c1C(=O)OCC)CCCC2	0	6	-16	9	10	-1	-6	-2	6
COCCN1CCn2c(nc3cc(NC(=O)c4ccc(OC)cc4)ccc32)C1	-7	4	-32	2	-11	-2	-102	-3	-13
c1ccc(CCn2nnnc2CN2CCN(C3CCCC3)CC2)cc1	-17	1	-16	-3	-8	-6	3	6	8

(list continues)
SMILES	CatS inh	ROCK2 inh	FXIIa inh mix	PKA inh	CatG inh	FXIa mix inh	C1s block	JNK3 blocker	CatL block
O=C1NC(=O)[C@@H]2C3c4ccccc4C=CN3[C@H](C(=O)c3cccs3)[C@H]12 (some centres undefined)	22	5	3	13	-2	0	4	-3	13
Cc1csc(SCc2c(C(=O)O)oc3ccccc23)n1	5	2	5	0	0	3	3	2	15
CC1CCCCN1C(=O)CSc1nnc(-c2ccc(Cl)s2)o1 (centres undefined)	0	2	2	1	9	8	-13	5	-4
Cc1cc(C(C)(C)C)cc(C)c1COC(=O)C1CCC(=O)N1 (centres undefined)	-8	7	10	8	4	7	11	-7	-2
COc1cc(C(c2sc3nc(C)nn3c2O)N2CCC3(CC2)OCCO3)cc(OC)c1OC (centres undefined)	13	2	-12	10	-8	4	-22	12	10
C=CCn1c(-c2cc(OC)cc(OC)c2)n[nH]c1=S	8	5	2	7	7	-6	-14	-7	nt
COc1ccc(C2C(C(=O)Nc3ccc(F)cc3)=C(C)Nc3nc(CCCO)nn32)cc1 (centres undefined)	1	4	4	6	8	10	3	2	-4
CCCCOC(=O)c1ccc(NC(C)=O)cc1	16	-2	6	-4	-10	4	-20	-1	25
COC(=O)c1nc(-c2ccc(C)cc2)oc1N(C)C	-7	3	-3	12	-3	-10	-33	-13	-11
CCOC(=O)C1CCN(C(=O)c2oc3ccc(S(=O)(=O)N4CC(C)CC(C)C4)cc3c2C)CC1 (centres undefined)	0	nt	1	5	10	8	9	nt	-3
CCOC(=O)NC(=O)COC(=O)Cc1cc(OC)c(OC)c(OC)c1	8	0	6	2	4	5	-1	-1	1
COc1ccc(N2CCN(C(=O)c3ccc(C)c(Cl)c3)CC2)cc1	-17	2	9	0	-23	-37	-86	-9	nt
COCCn1c(SCC(=O)c2cccc(OC)c2)nnc1-c1ccco1	-16	0	1	2	-8	-13	-79	-1	5
CCOC(=O)C1CCCN(C(=O)CCNS(=O)(=O)c2ccc3c(c2)CCC(=O)N3)C1 (centres undefined)	-1	6	6	8	8	3	5	0	-6
Cc1oc(-c2ccc(Cl)cc2)nc1CN1CCCC(C(=O)NCc2ccco2)C1 (centres undefined)	-3	5	5	11	-8	-2	-36	6	11
COc1ccc(NC(=O)CSc2nc3ccccc3c(=O)n2CCNC(C)=O)c(OC)c1	6	6	9	4	4	-11	-31	3	20
CCCn1c(SCC(=O)OCc2ccccc2)nc2c1c(=O)n(C)c(=O)n2C	10	3	1	9	11	20	2	2	9
Cc1cccc(-n2ncc3c(NCc4cccnc4)ncnc32)c1	0	1	10	5	-4	14	3	0	9
Cc1cc(NC(=O)C2CCN(S(=O)(=O)Cc3ccccc3)CC2)ccc1-n1cnnn1	-10	nt	10	-6	-10	-4	-37	nt	nt

Three records drawn at random from the list so far, as already listed:
SMILES	CatS inh	ROCK2 inh	FXIIa inh mix	PKA inh	CatG inh	FXIa mix inh	C1s block	JNK3 blocker	CatL block
CCCn1c(SCC(=O)OCc2ccccc2)nc2c1c(=O)n(C)c(=O)n2C	10	3	1	9	11	20	2	2	9
CCc1ccc(C(=O)NCc2cccs2)s1	2	8	-17	13	-1	4	4	-5	5
COc1ccc(C2C(C#N)=C(N)Oc3cc4c(cc32)OCO4)cc1 (centres undefined)	14	8	-1	10	13	7	6	7	4
